PAD4 FP inh – human PAD4 inhibitors, primary screen, biochemical, fluorescence polarization, 1536-well format; recombinant PAD4, RCA probe fluorescence polarization; inhibition, % at 6.36 µM; 0.41% of 330,000 active;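 active = percent inhibition above a cutoff equal to the mean of all tested compounds plus 3 SD, cut at about 15% in these data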;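 note: 0% = PAD4 with RCA probe and DMSO and 100% = probe without PAD4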
LYPLA1 counter – LYPLA1 inhibitors, primary screen, counter-screen for PME1 inhibitor project, biochemical, fluorescence polarization, FP-Rh probe ABPP; Acyl-protein thioesterase 1 (Homo sapiens), O75608; recombinant LYPLA1; inhibition, % at 5.9 µM; 0.16% of 320,000 active; AID 2174, 2009;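 active = inhibition above the mean of all tested compounds plus 3 SD, set per campaign, cut at about 14% in these data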;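 note: inhibitors block serine hydrolase probe labeling of LYPLA1 so polarization falls; 0% = enzyme with DMSO and 100% = wells lacking LYPLA1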
Target sequence (O75608 whole entry, looked up): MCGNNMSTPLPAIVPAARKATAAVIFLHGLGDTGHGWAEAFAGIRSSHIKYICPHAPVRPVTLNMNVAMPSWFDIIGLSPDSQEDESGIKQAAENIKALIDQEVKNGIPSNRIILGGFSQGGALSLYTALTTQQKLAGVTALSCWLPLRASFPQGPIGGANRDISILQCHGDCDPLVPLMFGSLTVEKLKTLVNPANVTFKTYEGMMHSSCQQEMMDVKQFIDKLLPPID
PREPL inh – PREPL enzyme inhibitors, primary screen, biochemical, fluorescence polarization; Prolyl endopeptidase-like (Homo sapiens), Q4J6C6; recombinant PREPL, fluorescence polarization activity-based probe; inhibition, % at 5.96 µM; 0.68% of 320,000 active; AID 2751, 2010; in the data active = inhibition above about 43%;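 note: 0% = enzyme with DMSO and 100% = wells lacking enzyme; many of its hits are not listed in these tables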
PAFAH1B3 FP inh – PAFAH1B3 enzyme inhibitors, primary screen, biochemical, fluorescence polarization, human; Platelet-activating factor acetylhydrolase IB subunit alpha1 (Homo sapiens), Q15102; recombinant PAFAH1B3, FP-rhodamine probe; inhibition, % at 3.39 µM; 0.28% of 340,000 active; AID 492972, 2010;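 active = inhibition above the screen-wide average of all tested compounds plus 3 SD, cut at about 25% in these data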;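 note: 0% = enzyme with DMSO only and 100% = wells lacking PAFAH1B3 protein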
pPAFAH inh – pPAFAH enzyme inhibitors, primary screen, biochemical, fluorescence polarization, human; recombinant pPAFAH, FP-rhodamine probe fluorescence polarization; 1.5% of 330,000 active; inhibition, % at 3.39 µM;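 active = inhibition above the mean inhibition across the screen plus 3 SD, cut at about 25% in these data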;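 note: inhibitors block binding of the rhodamine activity-based probe so polarization drops; 0% = enzyme with DMSO and 100% = wells lacking pPAFAH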
GSTO1 counter – inhibitors of recombinant GSTO1, primary screen, counter-screen for RBBP9 inhibitor project, biochemical, fluorescence polarization. activity-based probe fluorescence polarization. 1.1% of 300,000 active. Glutathione S-transferase omega-1 (Homo sapiens), P78417. inhibition, % at 5.96 µM;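 active = inhibition above the campaign mean inhibition plus 3 SD, cut at about 35% in these data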;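 note: 0% = GSTO1-1 with DMSO and 100% = wells lacking GSTO1-1 enzyme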
Target sequence (P78417 whole entry, looked up): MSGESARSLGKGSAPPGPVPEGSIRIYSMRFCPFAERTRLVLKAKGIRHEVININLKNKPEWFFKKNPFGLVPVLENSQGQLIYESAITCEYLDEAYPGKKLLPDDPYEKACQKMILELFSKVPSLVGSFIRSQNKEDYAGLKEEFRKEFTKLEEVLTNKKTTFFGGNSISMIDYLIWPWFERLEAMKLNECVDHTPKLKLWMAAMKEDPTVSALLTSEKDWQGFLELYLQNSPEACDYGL
PAFAH1B2 inh – PAFAH1B2 enzyme inhibitors, primary screen, biochemical, fluorescence polarization, human; recombinant PAFAH1B2, FP-rhodamine activity probe; inhibition, % at 3.39 µM; 1.2% of 340,000 active;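 active = inhibition above the mean of all tested compounds plus 3 SD, cut at about 24% in these data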;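 note: 0% = enzyme with DMSO and 100% = wells lacking PAFAH1B2; many of its hits are not listed in these tables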
Target sequence (P68402 whole entry, looked up): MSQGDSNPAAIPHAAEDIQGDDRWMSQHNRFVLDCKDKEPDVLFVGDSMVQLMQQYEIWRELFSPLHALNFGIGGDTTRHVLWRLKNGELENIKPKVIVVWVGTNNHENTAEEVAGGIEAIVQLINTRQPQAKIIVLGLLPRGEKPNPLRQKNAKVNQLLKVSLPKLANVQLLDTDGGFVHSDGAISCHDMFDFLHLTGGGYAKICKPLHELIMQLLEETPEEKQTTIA
PAFAH2 FP inh – PAFAH2 enzyme inhibitors, primary screen, biochemical, fluorescence polarization, human; recombinant PAFAH2, FP-rhodamine activity probe; Platelet-activating factor acetylhydrolase 2, cytoplasmic (Homo sapiens), Q99487; 0.99% of 340,000 active; AID 492956, 2010; inhibition, % at 3.39 µM;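 active = inhibition above the mean over all tested compounds plus 3 SD, cut at about 30% in these data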;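 note: inhibitors block probe labeling of enzyme so polarization drops; 0% = enzyme with DMSO and 100% = wells lacking PAFAH2 protein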
LYPLA2 counter – LYPLA2 inhibitors, primary screen, counter-screen for PME1 inhibitor project, biochemical, fluorescence polarization, FP-Rh probe ABPP. Acyl-protein thioesterase 2 (Homo sapiens), O95372. recombinant LYPLA2. inhibition, % at 5.9 µM. 0.38% of 320,000 active. AID 2177, 2009;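 active = inhibition above the screen-wide mean plus 3 SD, limit set per campaign, cut at about 26% in these data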;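 note: 0% = LYPLA2 with DMSO and 100% = wells lacking LYPLA2 enzyme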
Target sequence (O95372 whole entry, looked up): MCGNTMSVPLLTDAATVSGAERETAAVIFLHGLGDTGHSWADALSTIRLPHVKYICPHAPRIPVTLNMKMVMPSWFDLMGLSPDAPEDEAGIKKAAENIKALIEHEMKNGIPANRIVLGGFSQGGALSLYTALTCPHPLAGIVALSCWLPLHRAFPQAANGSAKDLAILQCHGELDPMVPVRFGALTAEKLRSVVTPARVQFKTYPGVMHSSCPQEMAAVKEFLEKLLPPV
Starred values were filed as active, the others as inactive; . = not tested or not shown.

The line under a structure holds: PAD4 FP inh | LYPLA1 counter | PREPL inh | PAFAH1B3 FP inh | pPAFAH inh | GSTO1 counter | PAFAH1B2 inh | PAFAH2 FP inh | LYPLA2 counter
- O=C1C=C(Nc2ccc(Cl)cc2)C(=O)N1c1ccc(Cl)cc1
  -1 | -2 | 2 | 4 | -1 | -3 | -2 | 2 | -1
- O=C(O)c1ccc(N2CCc3ccccc32)c([N+](=O)[O-])c1
  2 | 2 | -4 | 7 | 6 | 2 | 5 | 2 | 6
- CC1CCN(S(=O)(=O)c2cccc(C(=O)NCC3CCCO3)c2)CC1 (stereo unspecified)
  -3 | 1 | 3 | 0 | 1 | 0 | 12 | -9 | 2
- Cc1ccc(C(=O)Nc2ccc(C(=O)/C=C/c3cccs3)cc2)cc1
  4 | -6 | 0 | 17 | -5 | -5 | -3 | 3 | -2
- COC(=O)C(=O)/C=C(\O)c1ccc(C)cc1
  -1 | 3 | 4 | 6 | 5 | 4 | 3 | 2 | -3
- Cn1cnnc1Sc1nc2c(c(=O)n(C)c(=O)n2C)n1C
  2 | -1 | 10 | . | 1 | 3 | . | . | 0
- Cc1ccc(-c2ccnc3nc(-n4cccc4)nn23)o1
  3 | -2 | 0 | -5 | 2 | -6 | 4 | 9 | 0
- CSc1nnc(C)c(=O)n1COC(=O)COc1ccc2ccccc2c1
  4 | -1 | 5 | 5 | 4 | 8 | -3 | 2 | 2
- CCN(CC)c1ccc(NC(=O)CSc2nc3ccccc3c(=O)[nH]2)cc1
  -1 | 5 | -2 | 1 | 16 | 4 | 6 | 6 | 1
- O=C(Nc1ccccc1)C1CCCN1/C=C/C(=O)C(F)(F)F (stereo unspecified)
  1 | 0 | 3 | 6 | 1 | 14 | 2 | 1 | 2
- CC(C)(c1ccc(O)cc1)c1ccc(O)cc1
  -6 | -6 | 9 | 9 | -9 | 15 | 48* | -4 | -4
- O=C(Nc1ccccc1)Nc1csc2ccccc12
  5 | -21 | 23 | . | 13 | -10 | . | . | -18
- CC(C)Cc1nnc(NC(=O)CN2C(=O)c3ccccc3C2=O)s1
  -3 | -2 | -17 | 6 | 5 | -4 | 1 | -1 | 1
- Cc1ccc2cc(C3CC(c4ccco4)=NN3C(=O)CCC(=O)O)c(Cl)nc2c1 (stereo unspecified)
  -2 | 1 | 17 | 1 | 0 | 4 | 3 | 0 | 13
- CC(=O)Nc1ccc(S(=O)(=O)N2CCCC(C(=O)O)C2)cc1 (stereo unspecified)
  6 | 3 | 12 | 2 | -1 | 11 | 4 | 2 | 6
- Cc1cc(C(=O)N2CCN(S(=O)(=O)c3ccccc3C#N)CC2)c(C)o1
  -6 | 2 | 11 | -6 | 2 | . | 6 | 2 | 4
- O=C(NNC1CC(=O)N(c2cccc(Cl)c2)C1=O)c1cccs1 (stereo unspecified)
  -1 | 0 | 3 | 6 | 4 | -1 | 6 | 5 | -1
- CCC(=O)OC1(C)C(=O)C=C2C=C(c3ccc(C#N)cc3)OC=C2C1=O (stereo unspecified)
  -10 | -7 | 12 | 18 | 33* | 20 | 7 | 11 | 0
- COc1ccc(S(=O)(=O)N2CCC(C(=O)NCc3ccccc3)CC2)cc1OC
  3 | 3 | 4 | 7 | -1 | 2 | 2 | 7 | -2
- O=C(O)c1ccc(N/N=C/c2ccc(-c3cc(Cl)ccc3Cl)o2)cc1
  -7 | 3 | 29 | 17 | 37* | 28 | 13 | 20 | 7
- CCOC(=O)Oc1ccc2c(c1)C(C)=CC(C)(C)N2C(=O)OCC
  -1 | -3 | 22 | 6 | 3 | 4 | 3 | 12 | 1
- CCc1nn2c(=O)cc(COC(=O)c3ccc(SC)cc3OC)nc2s1
  0 | -3 | 4 | 14 | 0 | . | 5 | 4 | 0
- COc1ccccc1N(CC(=O)NCc1ccc(F)cc1)C(=O)CCC(=O)Nc1nccs1
  -6 | -4 | -2 | 3 | 1 | -6 | 10 | -4 | 0
- Cc1ccc(Cl)cc1N1CCN(C(=O)C2CCCN(S(=O)(=O)c3cnc[nH]3)C2)CC1 (stereo unspecified)
  1 | -2 | 3 | -6 | -1 | 2 | -2 | 5 | -3
- COc1cccc(/C=N/NC(=O)CNC(=O)c2cccs2)c1O
  -4 | 5 | -1 | 3 | 2 | -7 | 4 | 2 | -2
- CCN(CC)c1ccc2c(c1)CCCN2
  1 | 6 | 32 | . | 20 | 42* | . | . | 5
- CN(Cc1ccccc1)C(=O)COC(=O)CCC(=O)c1ccc(Cl)cc1
  -2 | . | 10 | 3 | 16 | . | 3 | 9 | .
- COC(=O)c1ccccc1NC(=O)CSc1nc2ccccc2c(=O)[nH]1
  1 | -7 | -6 | 7 | 6 | 10 | 3 | -1 | -2
- COc1ccc(S(=O)(=O)n2cnc3ccccc32)c(C)c1
  0 | -3 | 4 | 9 | 5 | -4 | 12 | -1 | 0
- CNC(=O)c1ccc(Nc2nnc(-c3ccc(C)c(S(=O)(=O)NCC4CCCO4)c3)c3ccccc23)cc1 (stereo unspecified)
  1 | -8 | 28 | 13 | 1 | -8 | 2 | 1 | -4
- Cc1nn(Cc2ccccc2)c(C)c1NC(=O)c1ccc([N+](=O)[O-])cc1[N+](=O)[O-]
  1 | -2 | 14 | 1 | 4 | 2 | 1 | -6 | 11
- CC(=O)c1cc2c(cc1NC(=O)CN1CCCCCCC1)OCO2
  -6 | 2 | 4 | 12 | 4 | 11 | 8 | 5 | 9
- CCc1nn2c(=O)c(S(=O)(=O)Nc3ccc(C(C)C)cc3)c(C)nc2s1
  -3 | -2 | 5 | 1 | -4 | -4 | 11 | 1 | 4
- Cc1nnc2sc(-c3cccc(NC(=O)c4cccnc4)c3)nn12
  2 | -1 | -3 | 2 | 3 | -5 | 2 | 2 | 6
- O=S1(=O)CCN(Cc2ccc(Cl)c(C(F)(F)F)c2)CC1
  -2 | -2 | -2 | 13 | 4 | -2 | -2 | -3 | -4
- CCOc1ccccc1C1CC(=O)Nc2c1c(=O)n(C)c(=O)n2C (stereo unspecified)
  5 | 1 | 11 | 7 | -1 | 0 | 2 | 2 | -1
- O=C1Nc2cc(C(=O)NCCN3CCCCCC3)ccc2S/C1=C\c1ccccc1
  -7 | -5 | -13 | 2 | 11 | -35 | -1 | -1 | -7
- CN(C)C(CNC(=O)NC1CCCCC1)c1cccnc1 (stereo unspecified)
  -3 | 3 | -6 | 2 | 2 | 1 | 4 | -1 | 6
- COc1ccc2nc(SCC(=O)Nc3ccccc3C)[nH]c2c1
  -2 | -2 | 3 | 2 | -7 | 0 | 1 | 2 | 1
- Cc1nnc(SCC(=O)Nc2cccc(Br)c2)s1
  0 | -1 | 4 | -1 | 2 | . | 0 | 1 | 0
- O=C(CN(Cc1ccco1)C(=O)c1ccc(N2CCCC2=O)cc1)Nc1ccccc1C(F)(F)F
  -5 | 4 | 8 | 3 | 3 | 3 | -3 | 8 | 6
- CC(=O)Nc1ccc(NC(=O)COC(=O)COc2ccc3ccccc3c2)cc1
  -2 | . | 21 | 5 | 13 | . | 4 | -4 | .
- CSc1ccccc1C(=O)Nc1ccccc1C(=O)NC(C)C
  -1 | -2 | 11 | 3 | -11 | -10 | -3 | -5 | -9
- CCN(CC)CCCNc1nnc(C)c(=O)[nH]1
  -1 | 0 | 14 | 0 | 1 | 13 | 2 | 4 | 10
- COc1ccccc1C(=O)NCCC(=O)Nc1ccc(S(=O)(=O)N2C(C)CCCC2C)cc1 (stereo unspecified)
  1 | -8 | 7 | 12 | -3 | . | -1 | 14 | -9
- Cc1ccc(S(=O)(=O)CCC(=O)NCCc2ccccc2)cc1
  -3 | 1 | -4 | 1 | -1 | 0 | 8 | 1 | -2
- CCOc1ncccc1C(=O)OCC(=O)Nc1cc(C)ccc1C
  0 | 7 | 0 | -6 | 24 | 2 | 1 | 13 | 0
- CCN(C(=O)c1cc2c(=O)[nH]c3ccc(C)cc3c2s1)c1cccc(C)c1
  -1 | 1 | -24 | -5 | 6 | -10 | -1 | -3 | -5
- Oc1ccc(/C=N/Nc2cc(N3CCCC3)nc(N3CCCC3)n2)cc1
  -6 | -2 | 22 | 12 | 6 | 4 | -1 | 6 | 2
- N=C(N)N1CCc2ccccc21
  -2 | 0 | 2 | 4 | -1 | 1 | 5 | -5 | 5
- CC(=O)OC(C(=O)NC1CCCCC1)c1ccncc1 (stereo unspecified)
  1 | 5 | 2 | -3 | 0 | 7 | 4 | 8 | 9
- COc1ccc(C(=O)COC(=O)c2ccccc2NS(=O)(=O)c2ccc(O)c([N+](=O)[O-])c2)cc1
  -1 | -6 | -4 | -3 | 7 | -35 | 2 | 11 | 2
- Cc1ccc2sc(NC(=O)CSc3nc(C)cc(C)c3C#N)nc2c1
  7 | 11 | 14 | 1 | 10 | -10 | 1 | -9 | -2
- C=CCNCc1cccn1-c1ccccc1
  3 | -2 | -2 | -1 | 4 | 2 | -3 | 2 | -9
- Cc1cc(OCC(=O)NC2CC2)c2c(C)c(C)c(=O)oc2c1
  -1 | 2 | 5 | 3 | 3 | -1 | 5 | 3 | -1
- Cc1sc(NC(=O)CN2CCOCC2)c(C(=O)c2ccccc2)c1C
  -2 | 2 | -11 | 8 | 2 | 0 | 9 | 5 | 4
- CC(=O)N1CCc2cc(S(=O)(=O)NC(C(=O)NCc3ccccc3)C(C)C)ccc21 (stereo unspecified)
  0 | 2 | 8 | 6 | 0 | 1 | -2 | -5 | -5
- CC#CC(=O)N1CCC(n2nccc2NC(=O)c2ccc3c(c2)OCO3)CC1
  1 | 26* | 17 | 1 | 2 | 7 | 0 | 4 | 31*
- c1ccc(-c2noc(-c3ccc4ccccc4c3)n2)cc1
  -2 | -4 | 8 | 5 | 1 | 3 | -4 | -9 | -5
- COC(=O)c1c(C)nn(-c2ccc(F)c(Cl)c2)c1-c1cc(C)on1
  1 | 5 | 11 | 9 | 2 | 6 | 5 | -1 | 5

Remaining list, next part.
The line under a structure holds: PAD4 FP inh | LYPLA1 counter | PREPL inh | PAFAH1B3 FP inh | pPAFAH inh | GSTO1 counter | PAFAH1B2 inh | PAFAH2 FP inh | LYPLA2 counter
- COc1ccccc1/C=C1\SC(=O)N(CCC(=O)NCCCn2ccnc2)C1=O
  -2 | 2 | 10 | 5 | 3 | 1 | 2 | 9 | 2
- COc1ccccc1Nc1nc(-c2ccc3c(c2)NC(=O)CO3)cs1
  5 | -2 | 14 | 20 | 21 | 1 | 0 | -2 | -7
- O=C(N1CCOCC1)C1(c2ccccc2)CCCCC1
  -2 | 1 | 5 | 10 | 5 | 4 | 28* | 7 | -2
- CCOC(=O)C1(CCOC)CCN(Cc2cnc(-c3cccc(C)c3)nc2)CC1
  -6 | -1 | 5 | 6 | -8 | 3 | 2 | 6 | -5
- CCn1c(/C=C2\C(=O)N(C)c3ccccc32)nc2ccccc2c1=O
  7 | 0 | 10 | 7 | 7 | -5 | 3 | 4 | 2

These rows are one share of the data. The share of hits here may be higher or lower than overall.
